Screening data from PubChem.
PfGluPho inh: PfG6PD enzyme inhibitors, primary screen, biochemical, fluorescence intensity, uHTS; glucose-6-phosphate dehydrogenase-6-phosphogluconolactonase (Plasmodium falciparum 3D7); PfGluPho enzyme, NADPH resazurin-diaphorase fluorescence; inhibition, % at 20 µM; 0.78% of 350,000 active;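 active = inhibition reaching at least a set limit at 20 µM in the primary screen, cut at about 59% in these data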;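 also: 0% = DMSO wells with substrate and 100% = DMSO wells lacking glucose-6-phosphate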
SENP8 block-1: SENP8 protease inhibitors, primary screen, biochemical, luminescence. Sentrin-specific protease 8 (Homo sapiens), Q96LD8. 1.2% of 330,000 active. inhibition, % at 10 µM. purified SENP8, Z-RLRGG-aminoluciferin cleavage. AID 2540, 2010; in the data active = inhibition above about 50%
Target sequence (Q96LD8 whole entry, looked up): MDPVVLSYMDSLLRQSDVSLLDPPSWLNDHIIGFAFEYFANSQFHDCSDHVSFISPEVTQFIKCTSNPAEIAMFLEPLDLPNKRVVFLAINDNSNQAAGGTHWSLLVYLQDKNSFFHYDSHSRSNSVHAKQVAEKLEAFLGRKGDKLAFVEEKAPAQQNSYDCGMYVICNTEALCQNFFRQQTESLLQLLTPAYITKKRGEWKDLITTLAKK
NALP3 yeast inh: NALP3 inflammasome inhibitors in reconstituted yeast, primary screen, luminescence, uHTS. Yeast reconstituted NLRP3/ASC/caspase-1, beta-gal luminescence, 24 h. inhibition, % at 10 µM. 0.39% of 330,000 active;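 active = inhibition of 50% or more; inactive = inhibition below 50%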;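 also: plate controls were induced DMSO wells for no effect and uninduced yeast grown without galactose for full effect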
Apaf1 inhib: inhibitors of human Apaf-1 apoptosome, primary screen, biochemical, DEVD-Rh110 fluorescence, uHTS; Apoptotic protease-activating factor 1 (Homo sapiens), O14727; reconstituted apoptosome caspase-3 activity; inhibition, % at 20 µM; 0.71% of 330,000 active; active = inhibition of at least 40% at 20 µM;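 also: plate controls were DMSO wells for no effect and DEVD-CHO caspase inhibitor wells for full effect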
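Medium: Hepes buffer, pH 7.5 / System: biochemical Apaf-1 apoptosome reconstitution / Measured by: Rh110 fluorescence, excitation 480 nm, emission 540 nm / Times: compound with Apaf-1, dATP, procaspase-3 30 min, then 50 min reaction, room temperature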
SENP7 inh: SENP7 protease inhibitors, primary screen, biochemical, luminescence, uHTS; Sentrin-specific protease 7 (Homo sapiens), Q9BQF6; recombinant SENP7, Z-RLRGG-aminoluciferin luminescence, 40 min; inhibition, % at 5 µM; 1.5% of 330,000 active;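 active = inhibition above about 50% at the single test dose, limit read from the data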;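 also: plate controls were DMSO with enzyme for no effect and no enzyme buffer wells for full effect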
SENP8 block-2: human SENP8 protease inhibitors, primary screen, biochemical, fluorescence, Nedd8 protein substrate, uHTS. 0.64% of 360,000 active. AID 602440, 2012. recombinant SENP8. inhibition, % at 20 µM. Sentrin-specific protease 8 (Homo sapiens), Q96LD8; in the data active = inhibition mostly above about 40%, no sharp cut-off; inactive = mostly below about 27%
SENP6 inh: SENP6 protease inhibitors, primary screen, biochemical, luminescence, uHTS | inhibition, % at 10 µM | Recombinant SENP6 catalytic domain, aminoluciferin luminescence | 1.8% of 330,000 active | Sentrin-specific protease 6 (Homo sapiens), Q9GZR1;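 active = inhibition above about 50% at the single tested dose, limit read from the data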;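 also: plate controls were DMSO wells with enzyme for no effect and DMSO wells lacking enzyme for full effect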
Target sequence (Q9GZR1 628-1112 limits assumed): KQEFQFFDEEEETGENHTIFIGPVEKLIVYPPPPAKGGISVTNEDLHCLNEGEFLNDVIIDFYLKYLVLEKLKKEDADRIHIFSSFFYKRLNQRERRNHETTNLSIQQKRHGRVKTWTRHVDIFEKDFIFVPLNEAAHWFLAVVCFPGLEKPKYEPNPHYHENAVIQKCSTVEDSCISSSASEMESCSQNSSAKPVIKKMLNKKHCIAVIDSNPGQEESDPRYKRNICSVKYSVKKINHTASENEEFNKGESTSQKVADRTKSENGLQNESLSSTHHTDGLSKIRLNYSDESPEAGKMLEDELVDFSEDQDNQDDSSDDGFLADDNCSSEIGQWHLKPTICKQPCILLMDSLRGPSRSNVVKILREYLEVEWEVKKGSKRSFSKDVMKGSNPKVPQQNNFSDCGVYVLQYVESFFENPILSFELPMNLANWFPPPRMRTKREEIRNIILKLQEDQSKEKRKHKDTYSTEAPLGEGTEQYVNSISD
HKDC1 inh: HKDC1 hexokinase inhibitors, primary screen, biochemical, fluorescence, uHTS; Q2TB90; recombinant HKDC1, G6PDH/diaphorase resazurin coupled fluorescence; inhibition, % at 20 µM; 0.16% of 340,000 active;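 active = inhibition above about 35% when tested at 20 µM, limit read from the data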;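 also: plate controls were DMSO wells with enzyme for no effect and DMSO wells lacking enzyme for full effect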
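Assay system: recombinant HKDC1 hexokinase; detection: coupled resazurin fluorescence, excitation 525 nm, emission 613 nm; benchmarks: DMSO-plus-enzyme-mix negative control, buffer-substituted positive control; compound dosing: single 20 µM dose; schedule: 90 min at room temperature in dark; also added: glucose plus 1 mM ATP as hexokinase substrates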
SENP1 inh: human SENP1 catalytic domain inhibitors, primary screen, biochemical, FRET, uHTS. Sentrin-specific protease 1 (Homo sapiens), Q9P0U3. recombinant SENP1 catalytic domain, CyPet-SUMO1-YPet FRET cleavage. inhibition, % at 10 µM. 0.21% of 360,000 active;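 active = inhibition at least 30% at 10 µM, raw YFP signal under a set limit, fluorescence ratio 0.5 to 1.5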;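 also: 0% = enzyme with DMSO and 100% = no enzyme wells; some results filed as inactive read as strong as hits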
Target sequence (Q9P0U3 419-644 limits assumed): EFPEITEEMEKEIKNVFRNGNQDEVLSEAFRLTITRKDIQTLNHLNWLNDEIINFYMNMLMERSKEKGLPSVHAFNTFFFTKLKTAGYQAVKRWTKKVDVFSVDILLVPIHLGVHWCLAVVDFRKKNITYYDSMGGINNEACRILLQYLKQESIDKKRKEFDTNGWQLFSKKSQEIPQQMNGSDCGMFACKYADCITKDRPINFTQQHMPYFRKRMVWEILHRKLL
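material = recombinant human SENP1 catalytic domain, His6-tagged | quantity = 20 pM enzyme | reagent = 25 nM SUMO1 FRET substrate | compound dosing = 10 µM single point, 0.5% DMSO | timing = 50 min enzyme reaction, room temperature, light-protected | detection = FRET, CFP and YFP emission | control set = no-enzyme low, enzyme-DMSO high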
Starred values were filed as active, the others as inactive; / = no result given.

SMILES	PfGluPho inh	SENP8 block-1	NALP3 yeast inh	Apaf1 inhib	SENP7 inh	SENP8 block-2	SENP6 inh	HKDC1 inh	SENP1 inh
CCN(CC)S(=O)(=O)c1cc(C(=O)OCC(=O)Nc2c(F)cccc2F)ccc1F	-3	1	13	9	11	10	13	-4	-1
CC1CC(C)CN(C(=O)CSc2nc3ccsc3c(=O)n2Cc2ccccn2)C1 (stereo unspecified)	-3	-4	7	4	14	12	8	-3	-7
COc1ccc(Cc2nc(-c3ccccn3)no2)cc1	20	-5	21	-5	9	16	-8	-1	0
Cc1ccc(C(=O)OCC(=O)NCc2ccco2)cc1S(=O)(=O)N1CCOCC1	13	3	8	1	2	2	-7	-6	0
COC(=O)c1cc(CNC(=O)CCCSc2ccccc2)ccc1OC	-4	-2	17	10	-2	10	-1	-3	0
COc1ccc(C(=O)NC(=S)Nc2ccc3[nH]c(=O)[nH]c3c2)c(OC)c1	5	8	-3	-21	6	-16	21	-2	2
OC(COc1ccc2ccccc2c1Cl)CN1CCOCC1 (stereo unspecified)	2	1	19	-7	8	14	-2	3	1
CCCOc1ccc2c(c1)C(=NN=C(N)N)c1cc(OCCC)ccc1-2	25	1	28	26	-5	28	-11	5	8
O=C(CNC(=O)C1CCCCC1)Nc1ccccc1	1	3	15	0	3	16	-8	-4	-1
NS(=O)(=O)c1ccc(NC(=O)C2CCCO2)cc1 (stereo unspecified)	-2	4	-4	-2	1	/	17	0	/
Cc1sc2nc(C3CC3)nc(SCC(=O)NCc3ccco3)c2c1C	-13	-2	51*	5	2	3	10	-4	0
OC(COc1ccccc1)CN1CCN(c2ccccc2)CC1 (stereo unspecified)	-1	/	/	/	/	6	/	-2	3
Cc1nn(C)c(C(=O)NNC(=S)NCC(C)C)c1Cl	4	12	18	7	-1	3	7	2	-2
Cc1cccc(-c2nn(-c3ccccc3)cc2C(=O)N2CCN(C3CCS(=O)(=O)C3)CC2)c1 (stereo unspecified)	-4	10	-2	10	-2	5	-3	-4	0
C=CCn1c(SCC(=O)c2ccc(F)cc2)nnc1-c1ccc2c(c1)OCO2	9	8	5	10	1	16	-1	-2	1

Retrieved by structure from above (2):
SMILES	PfGluPho inh	SENP8 block-1	NALP3 yeast inh	Apaf1 inhib	SENP7 inh	SENP8 block-2	SENP6 inh	HKDC1 inh	SENP1 inh
Cc1cccc(-c2nn(-c3ccccc3)cc2C(=O)N2CCN(C3CCS(=O)(=O)C3)CC2)c1 (stereo unspecified)	-4	10	-2	10	-2	5	-3	-4	0
NS(=O)(=O)c1ccc(NC(=O)C2CCCO2)cc1 (stereo unspecified)	-2	4	-4	-2	1	/	17	0	/

Remaining list, next part:
SMILES	PfGluPho inh	SENP8 block-1	NALP3 yeast inh	Apaf1 inhib	SENP7 inh	SENP8 block-2	SENP6 inh	HKDC1 inh	SENP1 inh
C[C@@H](C(=O)NNC(=O)c1ccc(Cl)cc1)N1C(=O)C2CC=CCC2C1=O (stereo partly specified)	-9	-4	4	-3	9	26	-2	-7	3
CCn1c(SCC(=O)Nc2cc(C)on2)nnc1-c1ccccc1	0	-3	0	3	4	3	-21	-6	1
COc1cc(OC)cc(C(=O)NC(C)CCc2ccccc2)c1 (stereo unspecified)	-19	-16	15	7	10	-2	-18	6	0
CCC(C)(C)NC(=O)C(NS(=O)(=O)c1cccs1)c1ccccc1 (stereo unspecified)	-10	12	18	1	-4	16	-8	-1	2
CCCN(CCC)CCNC(=O)C1CCCN(S(=O)(=O)c2ccc3c(c2)oc(=O)n3C)C1 (stereo unspecified)	-3	-4	21	-10	-2	16	11	-4	-1
COc1cc(S(=O)(=O)Nc2ccccc2C(=O)N2CCCC2)ccc1NC(C)=O	-11	-6	0	3	0	-1	-14	-5	3
COC(=O)c1ccccc1NC(=O)CN1CCC(n2nnc3cc(C(F)(F)F)ccc32)CC1	2	1	11	7	-17	9	-8	-3	0
Cc1cc2ncn(C(=O)c3c(-c4c(Cl)cccc4Cl)noc3C)c2cc1C	10	2	16	6	-4	5	8	0	2
C=CCSc1nc(N)c(C(=O)Nc2ccccc2OC)cc1C(=O)Nc1ccccc1	-7	1	10	-9	5	-99	-10	-2	0
C=CCn1c(C2CC(=O)N(c3ccc(C)cc3)C2)nc2ccccc21 (stereo unspecified)	-20	1	8	2	0	18	1	4	3
CC(C)c1ccc(Nc2nnc(SCC(=O)Nc3ncc(S(=O)(=O)c4ccc([N+](=O)[O-])cc4)s3)s2)cc1	-30	-10	19	1	5	17	7	6	3
Cc1ccc(S(=O)(=O)c2ccc(Cl)cc2)cc1S(N)(=O)=O	-5	-1	26	-14	-6	5	1	-1	2
CNC(=O)OCCSCCS(=O)(=O)c1ccc(Cl)cc1	-5	3	8	-23	0	7	6	-5	0
NC(=O)CN(c1ccc([N+](=O)[O-])cc1)S(=O)(=O)c1ccccc1	-13	4	6	-8	-3	7	-24	-7	2
COc1ccc(-c2nnnn2C)cc1S(=O)(=O)NCCc1ccccc1	11	-5	1	0	2	6	4	5	2
COc1ccc(NC2=NC3(CCCCC3)N=C(N)N2)cc1	-13	-4	11	-5	0	10	-15	-9	0
CCOC(=O)Cn1c(=O)oc2cc(S(=O)(=O)N(C)Cc3ccccc3)ccc21	4	-6	-7	4	-3	19	-10	-7	0
COc1ccccc1C(=O)NC(=S)Nc1ccc(N2CCN(C(=O)c3ccco3)CC2)cc1	-2	2	14	24	-12	18	-8	-2	4
O=c1c2ccccc2ncn1CCCCOc1ccccc1F	2	-13	35	4	0	14	8	-7	-2
Cc1cc(C)n2nc(C(=O)OCC(=O)NNC(=O)c3ccccc3)nc2n1	0	4	16	-2	10	18	-12	-5	1
CCOC(=O)c1c(NC(=O)c2ccc(N3C(=O)C4C5C=CC(C5)C4C3=O)cc2)sc2c1CCCC2 (stereo unspecified)	7	-9	3	15	2	-256	-4	-2	-2
COc1cc(CO)ccc1OCC(=O)Nc1cccc2ccccc12	0	4	8	14	4	-6	8	-2	0
CCN(CCCNC(=O)C1CCN(S(=O)(=O)c2cnc[nH]2)CC1)c1ccccc1	-1	3	0	5	1	18	0	0	2
O=S(=O)(/N=C(/Nc1ccccc1)c1ccccc1)c1cccs1	-36	10	5	-1	-1	-2	5	-5	0
CCc1cc2c(=O)nc3n(c2s1)Cc1ccccc1/C3=C(/O)c1ccc(F)cc1	/	-10	18	12	11	-370	-19	/	-13
O=C(CCn1c(=O)oc2ccccc21)NC1=NCCS1	-1	8	0	-3	7	14	-10	-10	0
Cc1cccc(-n2nnc(C(=O)NCc3ccco3)c2N)c1	12	4	8	5	1	7	-22	-5	2
O=C(CNC(=O)c1ccco1)N=Nc1c(O)n(CCc2ccccc2)c2ccccc12	0	-5	13	5	5	36	3	3	2
COc1ccccc1-c1nc2ccccc2c(=O)n1NC(=O)c1cccs1	-1	-3	-6	13	-7	15	-11	-8	1
COc1ccccc1CN1CCN(C(c2ccccc2)c2ccccc2)CC1	23	-10	-5	14	-2	11	-8	-1	-3
CN(Cc1ccccc1)c1ccc(C(=O)O)cc1[N+](=O)[O-]	-22	-2	18	-5	-3	21	10	-7	3
COc1ccc(N2CCN(C(=O)c3cc(C)on3)CC2)cc1	-4	3	4	-7	1	8	-17	-6	1
O=C(NC1CC1)c1c[nH]c2ccc(S(=O)(=O)Nc3cccc(C(F)(F)F)c3)cc2c1=O	-45	9	4	5	5	-46	13	0	2
Cc1[nH]c(=O)[nH]c(=O)c1S(=O)(=O)Nc1ccc(Oc2ccccc2)cc1	2	8	3	4	-2	21	1	-4	2
Cc1nn(CCCC(=O)Nc2sc3c(c2C#N)CCC3)c(C)c1[N+](=O)[O-]	37	-4	16	-12	11	10	-16	-2	-2
c1ccc2c(NCCc3c[nH]c4ccccc34)c3ccccc3nc2c1	12	1	8	6	5	-92	3	0	-23
O=C(CSCc1cc(=O)[nH][nH]1)Nc1ccc(F)cc1	0	2	25	13	9	4	-2	-12	3
Cc1cc(C)c2c(=O)[nH]c(SCC(=O)c3ccc(C(C)C)cc3)nc2n1	-6	2	19	29	-5	-3	-5	3	0
COc1ccc(C2=NS(=O)(=O)N(C)C(C(=O)NCc3ccc(F)cc3)=C2)cc1OC	-1	0	5	6	0	-132	-7	-5	-9
CCCc1nc(SCC(=O)Nc2nnc(CC)s2)c2c(=O)n(C)c(=O)n(C)c2n1	-20	1	8	15	10	4	-12	-4	1
CCCCCC(=O)NC(=S)NC1C2CC3CC(C2)CC1C3 (stereo unspecified)	0	-8	27	11	3	23	-3	0	2
Cc1cccc(C)c1NS(=O)(=O)c1ccc2c(c1)C(=O)c1ccccc1C2=O	-16	-3	3	12	3	14	2	-2	2
CCC1(CC)NC(=S)N(Nc2ccccc2)C1=O	0	8	6	-7	11	-1	3	-11	1
COc1ccc(N(CC(=O)N2CCOCC2)S(C)(=O)=O)cc1	-15	-10	4	-3	12	16	-26	-8	1
O=C(NNc1nc(N2CCCC2)nc(N2CCCC2)n1)c1ccccc1	-1	/	/	/	/	5	/	-3	1
CC(=O)c1cccc(NC(=O)NC2CC3CCCC(C2)N3CC(C)C)c1 (stereo unspecified)	-5	2	-1	3	3	2	2	1	1
COCCNC(=O)c1cccc(C)c1[N+](=O)[O-]	12	-1	9	-3	9	24	11	-11	2
CCn1cnc2scc(-c3ccc(OC)cc3)c2c1=O	5	-3	12	0	2	-178	-15	-7	-8
CC1CCCN(CCOCCSc2ccccc2)C1 (stereo unspecified)	-10	-5	19	3	5	17	6	-8	-1
CCc1ccc(OCC(=O)N/N=C/c2cc([N+](=O)[O-])ccc2N2CCCCCC2)cc1	16	-1	20	9	5	1	-3	-3	-33
Cn1c(CN2CCCCC2)nc2cc(NC(=O)c3cccc(Br)c3)ccc21	-24	-2	6	1	1	-32	4	11	0
COc1cccc(OCCCCCCN2CCOCC2)c1	12	-2	2	4	0	27	3	-8	1
CCCS(=O)(=O)N1CCC(C(=O)NCCCOC)CC1	-6	5	-2	-6	2	17	0	-7	1

Among those listed so far, 5 have a furan ring, fused or not.
SMILES	PfGluPho inh	SENP8 block-1	NALP3 yeast inh	Apaf1 inhib	SENP7 inh	SENP8 block-2	SENP6 inh	HKDC1 inh	SENP1 inh
Cc1ccc(C(=O)OCC(=O)NCc2ccco2)cc1S(=O)(=O)N1CCOCC1	13	3	8	1	2	2	-7	-6	0
Cc1sc2nc(C3CC3)nc(SCC(=O)NCc3ccco3)c2c1C	-13	-2	51*	5	2	3	10	-4	0
COc1ccccc1C(=O)NC(=S)Nc1ccc(N2CCN(C(=O)c3ccco3)CC2)cc1	-2	2	14	24	-12	18	-8	-2	4
Cc1cccc(-n2nnc(C(=O)NCc3ccco3)c2N)c1	12	4	8	5	1	7	-22	-5	2
O=C(CNC(=O)c1ccco1)N=Nc1c(O)n(CCc2ccccc2)c2ccccc12	0	-5	13	5	5	36	3	3	2
